FBPA Giardia inh: blocks Giardia fructose-bisphosphate aldolase activity | A8B2U2 | purified Giardia FBPA | Potency, µM (highest dose often 59.6 µM), inactives show at the top dose activity, negative = inhibition, actives largely listed as inhibitors | actives 0.71% (n = 290,000) | AID 2451; also: potency is read from the fitted curve at half-maximal effect; nearly all actives have a fitted effect of over 55% in size
Target sequence (A8B2U2 whole entry, looked up): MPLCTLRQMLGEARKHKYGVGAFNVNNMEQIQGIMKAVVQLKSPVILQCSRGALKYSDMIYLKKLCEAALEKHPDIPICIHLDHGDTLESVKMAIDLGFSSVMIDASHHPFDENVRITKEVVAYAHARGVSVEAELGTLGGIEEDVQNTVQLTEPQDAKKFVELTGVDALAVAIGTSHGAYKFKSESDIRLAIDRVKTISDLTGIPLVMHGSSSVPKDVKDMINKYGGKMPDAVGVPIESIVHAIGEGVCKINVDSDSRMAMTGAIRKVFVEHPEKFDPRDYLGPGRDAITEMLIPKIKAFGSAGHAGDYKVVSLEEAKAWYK
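40 nM FBPA preincubated 10 min at RT with compound (up to 57.5 uM final), then substrate plus GAPDH/TPI/NAD/arsenate coupling and diaphorase/resazurin added. Fluorescence read after 20 min at RT, 525/598 nm.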
Sm TGR inh: inhibitors of Schistosoma mansoni thioredoxin glutathione reductase; Q962Y6; purified TGR, DTNB reduction, TNB absorbance 405 nm; Potency, µM (series often up to 114 µM), for the others: at the highest dose activity change, negative = inhibition, most hits filed as inhibitors; actives 3% (n = 360,000); AID 485364; also: potency is read from the fitted curve at half-maximal effect; nearly all actives have a fitted effect of over 60% in size
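Kinetic colorimetric format: TGR-catalysed, NADPH-driven DTNB reduction monitored via TNB absorbance. Enzyme dispensed at 20 nM; compound exposure 15 min at room temperature before reaction start.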
HCV inh: inhibitors of hepatitis C virus infection | Huh7.5.1 HCVcc-Cre infection, luciferase reporter, 44 h | Potency, µM (titrated, usually from 41.8 µM), without a hit: at the highest dose activity change, negative = inhibition, actives largely listed as inhibitors | actives 3.4% (n = 340,000) | AID 651820; also: potency is read from the fitted curve at half-maximal effect
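A cell-based infection assay in which seeded cells (1,000 per well) receive test compound after 4 h, are inoculated with HCVcc-Cre at approximately 0.5 moi, and are incubated 44 h before luminescence detection.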
HCMV inh: blocks human cytomegalovirus replication. HFF cells, HCMV-luciferase reporter, 72 h; stronger effect = lower value. activity change, negative = inhibition, % at 57.5 µM. actives 4.5% (n = 410,000). AID 1259415; in the data active = activity change below about -60%; inconclusive = no clear call, values can overlap the other calls; inactive = above about -39%
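After 16 h attachment at 37C, HFF cells received test compound and HCMV-luciferase (1 PFU/cell); reporter luminescence read 72 h later, data normalized against buffer-only and known inhibitor Salinomycin.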
AmpC detergent: blocks E. coli AmpC beta-lactamase in detergent assay; AmpC hydrolysis of nitrocefin, absorbance 480 nm, 0.01% Triton; actives 0.041% (n = 370,000); Potency, µM (titrated, usually from 114 µM), inactives show top-dose activity change, negative = inhibition, actives largely listed as inhibitors; P00811; AID 485294;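 also: potency is read from the fitted curve at half-maximal effect; 0% = no-compound wells and -100% = no-enzyme wells; nearly all actives have a fitted effect of over 25% in size; some results filed as inactive show a strong effect at the top dose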
Target sequence (P00811 whole entry, looked up): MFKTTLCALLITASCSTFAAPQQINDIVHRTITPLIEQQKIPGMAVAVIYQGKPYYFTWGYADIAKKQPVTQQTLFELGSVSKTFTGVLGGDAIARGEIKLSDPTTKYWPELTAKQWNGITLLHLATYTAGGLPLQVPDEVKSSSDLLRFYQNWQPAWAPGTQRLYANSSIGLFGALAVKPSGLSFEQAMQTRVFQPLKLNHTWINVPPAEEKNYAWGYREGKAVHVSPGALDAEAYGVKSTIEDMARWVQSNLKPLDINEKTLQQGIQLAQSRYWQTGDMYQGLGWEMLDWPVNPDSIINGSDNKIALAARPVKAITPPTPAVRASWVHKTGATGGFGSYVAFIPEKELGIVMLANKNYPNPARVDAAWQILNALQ
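AmpC (5.3 nM in the dispensed reagent) in 20 mM phosphate pH 7.0 with 0.01% (detergent screen) or 0.0001% Triton X-100 was preincubated with compounds for 15 min at room temperature. Nitrocefin was then added from an 800 uM solution, and hydrolysis was followed at 480 nm.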
AmpC inh no detg: blocks E. coli AmpC beta-lactamase in detergent-free assay; P00811; AmpC nitrocefin hydrolysis, absorbance 480 nm, 0.0001% Triton; Potency, µM (highest dose often 57.1 µM), inactives show at the highest dose activity change, negative = inhibition, most hits filed as inhibitors; actives 0.52% (n = 330,000);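 also: potency is read from the fitted curve at half-maximal effect; plate controls were no compound for no effect and no enzyme for full effect; nearly all actives have a fitted effect of over 20% in size; some results filed as inactive show a strong effect at the top dose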
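20 mM phosphate pH 7.0 + 0.01% (detergent screen) or 0.0001% Triton X-100; 5.3 nM AmpC reagent; cpd preinc 15 min RT; nitrocefin (800 uM stock) to start; A480 q20 s × 4 min; Activity was normalised to no-enzyme and no-compound control wells.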
Numbers without * were called inactive; ? = inconclusive; . = not tested or not shown; [ ] = remark or other dose. Unless noted, calls follow the shape of the dose curve; as a rule, active = well fitted curve in the direction sought with a large enough effect; inconclusive = small, poorly fitted or top-dose-only effect, or another doubt; inactive = no such curve, though single readings can be large; an effect the other way counts as inactive or inconclusive. Unless noted, % is scaled to controls: 0 for no effect and ±100 for the full control effect.

SMILES | FBPA Giardia inh | Sm TGR inh | HCV inh | HCMV inh | AmpC detergent | AmpC inh no detg
O=C(NNC(=O)c1ccccc1Br)c1ccncc1 | -3% | 18% | 3% | -65* | ? | 0%
CCN(CC)CCNC(=O)NC(=O)c1ccc(Cl)cc1 | 4% | -2% | 28% | -3 | ? | -3%
COc1ccc(NC(=S)Nc2ccc(OC(F)F)cc2)cn1 | -7% | ? | 5% | -37 | -6% | -50%
CC(C)C(NC(=O)c1ccco1)C(=O)NCC(c1ccco1)N1CCCCC1 (configuration not stated) | 7% | 6% | 9% | -16 | 2% | -19%
O=C1CN(C(=O)CSc2nc3ccccc3c(=O)n2Cc2ccc(F)cc2)c2ccccc2N1 | -1% | 7% | ? | -64* | 4% | -9%
COc1ccc(C(C(=O)NCC2CCCO2)N(Cc2ccco2)C(=O)c2snc(C(N)=O)c2N)cc1OC (configuration not stated) | . | -8% | -1% | 6 | 3% | 14%
Cc1cc(C(C)(C)C)nc2[nH]n(-c3ccccc3)c(=O)c12 | -2% | -9% | -10% | -35 | 4% | -25%
CC1=NN(C(=O)c2cc(C)nn2C)C(O)(C(F)(F)F)C1 (configuration not stated) | 2% | 6% | -11% | -37 | -2% | -2%
CCCc1c(O)nc(SCCN(CCC)CCC)[nH]c1=O | -10% | 0% | 12% | 14 | -13% | 1%
COc1cccc(N2CCN(S(=O)(=O)c3ccc4c(c3)N(C(C)=O)CCO4)CC2)c1 | 15% | 2% | ? | -19 | 1% | 97%[activator]

Whole records, looked up by structure. Order of screens: FBPA Giardia inh | Sm TGR inh | HCV inh | HCMV inh | AmpC detergent | AmpC inh no detg
Results for `CCCc1c(O)nc(SCCN(CCC)CCC)[nH]c1=O` → -10% | 0% | 12% | 14 | -13% | 1%
Results for `O=C(NNC(=O)c1ccccc1Br)c1ccncc1` → -3% | 18% | 3% | -65* | ? | 0%

The main list resumes, starting 7 compounds before the break.
SMILES | FBPA Giardia inh | Sm TGR inh | HCV inh | HCMV inh | AmpC detergent | AmpC inh no detg
CC(C)C(NC(=O)c1ccco1)C(=O)NCC(c1ccco1)N1CCCCC1 (configuration not stated) | 7% | 6% | 9% | -16 | 2% | -19%
O=C1CN(C(=O)CSc2nc3ccccc3c(=O)n2Cc2ccc(F)cc2)c2ccccc2N1 | -1% | 7% | ? | -64* | 4% | -9%
COc1ccc(C(C(=O)NCC2CCCO2)N(Cc2ccco2)C(=O)c2snc(C(N)=O)c2N)cc1OC (configuration not stated) | . | -8% | -1% | 6 | 3% | 14%
Cc1cc(C(C)(C)C)nc2[nH]n(-c3ccccc3)c(=O)c12 | -2% | -9% | -10% | -35 | 4% | -25%
CC1=NN(C(=O)c2cc(C)nn2C)C(O)(C(F)(F)F)C1 (configuration not stated) | 2% | 6% | -11% | -37 | -2% | -2%
CCCc1c(O)nc(SCCN(CCC)CCC)[nH]c1=O | -10% | 0% | 12% | 14 | -13% | 1%
COc1cccc(N2CCN(S(=O)(=O)c3ccc4c(c3)N(C(C)=O)CCO4)CC2)c1 | 15% | 2% | ? | -19 | 1% | 97%[activator]
CCCCCCn1c(CN2CCN(C)CC2)nc2c1c(=O)n(C)c(=O)n2C | -3% | 3% | ? | 9 | -14% | 14%
CN(C)C(CNC(=O)c1cccs1)c1cccnc1 (configuration not stated) | 1% | 0% | -3% | 8 | -15% | -14%
COc1cc(NC(=O)C2CCN(S(=O)(=O)c3cnc[nH]3)CC2)cc(OC)c1OC | -2% | -5% | 18% | 26 | ? | -3%
CC(=O)/C(=N/Nc1cccc(C)c1)N1CCOCC1 | -13% | 50µM* | 8% | -5 | 0% | -10%
COc1cc(/C=C/C(=O)c2ccc(C)cc2)ccc1OCC#N | -9% | -3% | ? | 0 | 0% | -7%
Cc1cc(-c2csc(NC(=O)c3ccc(C#N)cc3)n2)c(C)n1Cc1ccccc1 | -2% | -10% | ? | ? | -12% | -12%
Cc1cc([N+](=O)[O-])nn1CC(=O)NCCc1c[nH]c2ccccc12 | 4% | ? | 4% | -40 | 4% | -12%
Cc1cccc(N2CCN(C(=O)c3ccc4c(Cl)c5c(nc4c3)CCCC5)CC2C)c1 (configuration not stated) | . | 1% | . | -13 | -14% | .
CSc1nc2ncc3c(n2n1)CC(C)(C)CC3=O | 2% | . | 6% | -39 | 2% | -17%
CCCc1cc(=O)oc2cc(OCC(=O)N3CCc4ccccc43)ccc12 | . | 7% | 9% | 31 | -9% | -24%
O=C(NCc1ccco1)c1nc(-c2ccccc2)n(-c2ccccc2)n1 | 0% | 0% | ? | 4 | ? | -31%
COC(=O)CNC(=O)CNC(=O)c1nn(-c2ccc(OC)c(OC)c2)c(=O)c2ccccc12 | 14% | -14% | 6% | 8 | -8% | 9%
Oc1cccc(/C=N/N2CCN(C3c4ccccc4-c4ccccc43)CC2)c1 | 5% | -1% | ? | -25 | 14% | -22%
COc1ccc(C(CC(=O)O)NC(=O)c2ccco2)cc1OC (configuration not stated) | 3% | -2% | 2% | -1 | ? | -13%
CCCc1cc(=O)[nH]c(SCc2ccccc2)n1 | -5% | -3% | -26% | -5 | -1% | -28%
Cc1nn(C)cc1/C=N/NC(=O)C1(O)c2ccccc2-c2ccccc21 | 5% | -19% | 1% | 8 | ? | -15%
Cc1ccc(CCNS(=O)(=O)c2ccc3c(c2)NC(=O)CCS3)cc1 | -3% | -13% | -26% | -37 | -7% | -7%
CCC(=O)c1cn(Cc2ccc(C#N)cc2)c2ccccc12 | -3% | 4% | ? | -21 | 0% | -22%
Cc1ccc(NC(=S)NNC(=S)NC2CCCCC2)cc1 | 2% | 1% | 12% | -14 | ? | -43%
COc1ccc(CCNC(=O)C(=O)NCC2CCCN2S(=O)(=O)c2ccccc2)cc1 (configuration not stated) | . | -7% | ? | -7 | 2% | 0%
NS(=O)(=O)c1ccc(CNC(=O)/C=C/c2c(F)cccc2Cl)cc1 | -3% | . | -1% | 13 | 4% | -26%
OCC1CCN(Cc2cn(Cc3ccccc3)nc2-c2cc3ccccc3o2)CC1 | 3% | 1% | -2% | -4 | ? | 108%[activator]
Cc1ccc(NC(=O)COC(=O)CN2C(=O)COc3ccccc32)cc1 | -1% | -10% | 10% | 26 | 0% | -11%
CN1CCN(Cc2cn3cccnc3n2)CC1 | -1% | 8% | 6% | -39 | 7% | -10%
O=C(CN(Cc1ccc(F)cc1)S(=O)(=O)c1ccc(S(=O)(=O)N2CCOCC2)cc1)Nc1ccccc1 | 0% | -7% | 27% | 9 | -8% | -2%
O=[N+]([O-])c1cccnc1N1CCCCC1 | -1% | 0% | 3% | 18 | -4% | 4%
CCOC(=O)C1=C(COC(=O)/C=C/c2ccc(SC)cc2)NC(=O)NC1C (configuration not stated) | . | -6% | ? | -35 | ? | -17%
N#CC1=C(N)NC(=S)C(C(N)=O)C1c1ccc([N+](=O)[O-])cc1 (configuration not stated) | -25% | . | ? | 32 | 4% | -40%
CNC(=S)N1CCC(NC(=O)C(Cc2ccc(F)cc2)NC(C)=O)CC1 (configuration not stated) | 0% | -2% | 14% | -27 | -1% | -12%
CCOC(=O)c1c(C)n(C)c2cc(-c3cccc(C(F)(F)F)c3)c(O)cc12 | 5% | -10% | 9% | -33 | -2% | -44%
COc1ccccc1CN1CCC(n2nccc2NC(=O)CCCc2ccccc2)CC1 | . | -2% | -15% | 0 | -17% | 114%[activator]
CCc1ccc(-c2nc(CCl)cs2)cc1 | -7% | -25% | 1% | ? | -4% | -11%
CCOc1ccc(C(=O)NCC(=O)NCC2CCCCC2)cc1OCC | . | 8% | -8% | -29 | -2% | 0%
CCOC(=O)C1=CN(Cc2ccc(Br)cc2)S(=O)(=O)N(C)C1C (configuration not stated) | . | . | -2% | 4 | . | 2%
COCC(C)n1c(C)cc(C(=O)COc2ccc(N(C)S(=O)(=O)c3ccc(NC(C)=O)cc3)cc2)c1C (configuration not stated) | . | 9% | ? | -31 | -14% | 167%[activator]
CCOc1ccc(CCNC(=O)C2CC(=O)N(CCc3ccccc3)C2)cc1OCC (configuration not stated) | -4% | 1% | -26% | -72* | 1% | 109%[activator]
CCOC(=O)c1c(C)[nH]c(C)c1C(=O)CSc1nc(N)cc(N)n1 | -2% | -1% | 11% | 73 | 2% | -13%
CCOc1cc2c(cc1OCC)C(c1ccc(C(=O)O)cc1)NCC2 (configuration not stated) | 0% | -31% | 11% | 65 | -7% | -18%
COc1ccc(CCNC(=O)CSc2ccsc2[N+](=O)[O-])c(OC)c1 | 0% | 2% | -14% | -17 | ? | -30%
Cc1cccc(C)c1N1C(=O)[C@@H]2C(c3ccccc3Cl)=NO[C@@H]2C1=O | -7% | ? | 19% | -30 | -10% | -19%
CC(C)Cn1c(N)c(C(=O)COC(=O)CN2C(=O)C3CC=CCC3C2=O)c(=O)n(C)c1=O (configuration not stated) | 0% | 0% | ? | -32 | 2% | 23%
COc1ccc(-c2noc(-c3ccccc3C(=O)Nc3cccc(OC)c3)n2)cc1 | -3% | ? | ? | -36 | -11% | -16%
Cc1cc(OCC(=O)NNC(=O)c2cccs2)ccc1Br | 2% | 8% | 4% | -73* | -12% | -39%
CCC1S/C(=N/N=C/c2cccs2)NC1=O (configuration not stated) | -7% | 13% | 5% | 5 | -6% | -24%
CCOc1ccc(-c2[nH]ncc2-c2ccc(OC)c(OC)c2)c(O)c1 | 0% | -1% | ? | ? | 4% | -16%
COc1ccc(S(=O)(=O)N2CCCC(C(=O)N3CCCC3)C2)cc1OC (configuration not stated) | . | -3% | 9% | 7 | -4% | 1%
COc1ccc(/C=C(\C#N)C(=O)NCC2CCCO2)cc1OC (configuration not stated) | 2% | 4% | -10% | 37 | -9% | -7%
Cc1ccccc1OCCSc1nc2ccc(NC(=O)c3ccccc3)cc2s1 | . | 1% | . | -32 | 3% | .
O=C(c1ccc2c(c1)OCCO2)N1CCN(S(=O)(=O)c2c(F)cccc2F)CC1 | . | -3% | . | 19 | 5% | 4%
O=C(c1ccc2c(=O)n(Cc3ccc4c(c3)OCO4)c(=S)[nH]c2c1)N1CCC2(CC1)OCCO2 | -4% | 7% | ? | -6 | ? | 0%

Remaining list, next part:
SMILES | FBPA Giardia inh | Sm TGR inh | HCV inh | HCMV inh | AmpC detergent | AmpC inh no detg
CCOC(=O)C(Cc1c(F)cccc1F)(NC(C)=O)C(=O)OCC | 2% | 15% | -2% | -8 | ? | 1%
COC(=O)c1c(-c2ccc(S(C)(=O)=O)cc2)sc2ccc(OC)cc12 | . | . | ? | 25 | . | 114%[activator]
FC(F)(F)c1ccc(Oc2ccc(Cl)cc2Br)nc1 | -3% | 6% | 22% | -11 | -13% | -12%
O=C(O)C1C2C=CC(C2)C1C(=O)NCc1ccc(Cl)cc1Cl (configuration not stated) | 1% | -31% | -6% | 16 | -1% | -6%
O=C(NCCc1ccc(Cl)cc1)c1ccc2c(c1)N(Cc1ccc(F)cc1)C(=O)CS2 | . | 0% | . | 3 | -2% | .
Cn1cnc(S(=O)(=O)NCc2cccs2)c1 | 0% | 0% | 6% | -10 | -6% | -17%
N=C(N)N1CCc2ccccc2C1 | 5% | -21% | -3%[8.37 µM] | . | -4% | -12%
Cc1nc2nc(SCC(=O)NCCCN3CCCCCC3)nn2c(C)c1Cc1ccccc1 | -2% | 0% | -25% | -65* | -4% | 120%[activator]
